HttQ103 aggreg: reduces HttQ103-GFP aggregates in PC12 cells. Potency, µM (top dose mostly 46.1 µM), for the others: at the highest dose activity change, negative = inhibition, actives largely listed as inhibitors. PC12 HttQ103-GFP aggregates, Acumen cytometry, 40 h. 1.1% of 220,000 active. AID 1688; further: potency means the concentration at half of the fitted maximal effect; on the % scale 0 is the no-effect control and ±100 the full control effect; nearly all actives have a fitted effect of over 60% in size
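Quantitative HTS on tebufenozide-induced (100 nM) PC12 cells stably expressing polyQ103 Huntingtin exon 1–GFP. Reduction of bright GFP aggregates, detected by laser scanning cytometry after lysis, identified actives across the titration.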
KinaseGlo FLuc: blocks Kinase-Glo luciferase, a counter-screen artifact; Potency, µM (doses to about 38.3 µM), for the others: at the highest dose activity change, negative = inhibition, actives largely listed as inhibitors; Kinase-Glo luciferase, ATP luminescence, 8 min; 0.28% of 200,000 active; AID 1379; Q27757; further: potency means the concentration at half of the fitted maximal effect; on the % scale 0 is the no-effect control and ±100 the full control effect; nearly all actives have a fitted effect of over 60% in size
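Compound is pinned into ATP-containing buffer (10 uM ATP, imidazole pH 7.2, 7 mM MgCl2). Kinase-Glo luciferase reagent is then added. Light output is recorded following an 8-min room-temperature incubation.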
Epigenetic derep: epigenetic control regulation, reporter derepression. murine LDR cells, GFP reporter derepression, 30 h. Potency, µM (highest dose often 53.9 µM), without a hit: top-dose GFP activation, actives largely listed as activators. 0.2% of 280,000 active. AID 1865; further: potency means the concentration at half of the fitted maximal effect; % of control where 0% means no effect; nearly all actives have a fitted effect of over 60% in size
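Readout is the number of GFP-expressing murine LDR cells, counted by cytometry following washing. Cells were treated with compound for 30 h at 37 C; the stably integrated CMV-GFP locus is normally silent.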
L3MBTL1 block: L3MBTL1 (human) inhibition. 0.66% of 230,000 active. AID 485360. Potency, µM (highest dose often 57.1 µM), for the others: at the top dose activity, negative = inhibition, usual class: inhibitors. AlphaScreen L3MBTL1–H3K9me1 peptide binding; further: potency means the concentration at half of the fitted maximal effect; on the % scale 0 is the no-effect control and ±100 the full control effect; nearly all actives have a fitted effect of over 60% in size
Target sequence (Q9Y468 whole entry, looked up): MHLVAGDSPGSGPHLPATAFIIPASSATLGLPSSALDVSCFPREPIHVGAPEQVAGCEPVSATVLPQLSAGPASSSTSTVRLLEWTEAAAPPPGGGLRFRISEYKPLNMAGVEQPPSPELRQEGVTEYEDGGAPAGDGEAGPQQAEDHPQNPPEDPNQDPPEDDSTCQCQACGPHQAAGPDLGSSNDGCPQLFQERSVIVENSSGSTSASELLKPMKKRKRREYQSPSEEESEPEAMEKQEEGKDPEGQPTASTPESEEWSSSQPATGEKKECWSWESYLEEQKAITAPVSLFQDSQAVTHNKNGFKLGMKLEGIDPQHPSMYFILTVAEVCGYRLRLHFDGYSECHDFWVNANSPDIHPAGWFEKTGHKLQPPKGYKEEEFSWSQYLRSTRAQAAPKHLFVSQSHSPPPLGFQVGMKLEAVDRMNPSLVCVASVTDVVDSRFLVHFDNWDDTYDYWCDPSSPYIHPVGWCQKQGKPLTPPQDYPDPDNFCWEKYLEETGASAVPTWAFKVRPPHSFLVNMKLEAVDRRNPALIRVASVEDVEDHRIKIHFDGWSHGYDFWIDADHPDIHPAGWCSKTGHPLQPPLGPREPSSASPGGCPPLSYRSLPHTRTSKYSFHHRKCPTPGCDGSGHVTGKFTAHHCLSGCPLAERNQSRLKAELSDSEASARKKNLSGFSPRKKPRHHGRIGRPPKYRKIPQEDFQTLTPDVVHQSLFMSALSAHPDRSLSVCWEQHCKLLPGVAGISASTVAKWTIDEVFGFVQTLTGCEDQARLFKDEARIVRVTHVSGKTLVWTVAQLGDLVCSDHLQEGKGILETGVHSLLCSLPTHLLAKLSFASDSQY
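L3MBTL1 50 nM + b-AHA-H3(1-15)K9me1 75 nM, 30 min RT; compound added, 30 min RT; streptavidin donor/Ni-chelate acceptor beads 10 ug/mL each final, 30 min RT dark; AlphaScreen read.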
CBFb-RUNX1 inh: CBF-beta/RUNX1 interaction disruption; Q01196+Q13951; AlphaScreen CBFb-His/RUNX1-biotin binding, biochemical; Potency, µM (highest dose often 59.8 µM), without a hit: at the highest dose activity, negative = inhibition, hits mostly inhibitors; 230,000 tested, under 10 active; AID 1477; further: % of control where 0% means no effect
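Interaction loss through any mechanism counts as activity. Pre-formed complex of His-CBF-beta and biotin-RUNX1 (30 nM apiece) is incubated with compound 15 min, then with 50 ng nickel and 50 ng streptavidin beads for 90 min before AlphaScreen detection.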
IMPase Li cell: IMPase inhibition in cells with lithium potentiation; CHO-M1 cells, IP1 TR-FRET (IP-One), carbachol + lithium; Potency, µM (titrated, usually from 59.4 µM), for inactives: at the top dose activity, negative = IMPase inhibition, usual class: inhibitors; 0.35% of 210,000 active; AID 1457;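 further: IP1 builds up when IMPase is blocked and the TR-FRET signal falls; potency means the concentration at half of the fitted maximal effect; plate controls were basal vehicle for no effect and high inhibitor control for full effect; nearly all actives have a fitted effect of over 50% in size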
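Steps: plate 2000 CHO-M1 cells per well and culture 16–30 h; add compound and lithium; incubate 30 min, 37C; add d2-IP1 tracer and Eu cryptate anti-IP1 antibody in lysis buffer; read after 10 min at room temperature.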
NPSR antag: neuropeptide S receptor (human) antagonism, cAMP. Q6W5P4. Potency, µM (top dose mostly 38.3 µM), inactives show at the top dose activity change, negative = inhibition, actives largely listed as inhibitors. CHO-NPSR cells, cAMP TR-FRET, antagonist mode. AID 1461. 1% of 220,000 active; further: potency means the concentration at half of the fitted maximal effect; on the % scale 0 is the no-effect control and ±100 the full control effect; nearly all actives have a fitted effect of over 50% in size; many of its hits are not listed in these tables
An asterisk follows results filed as active; ? = inconclusive; · = not tested or not shown; [ ] = another dose, or the depositor's remark. The call rests on the fitted dose curve; in most records, active means well fitted curve in the direction sought with a large enough effect; inconclusive means small, poorly fitted or top-dose-only effect, or another doubt; inactive means no such curve, though single readings can be large; an effect the other way counts as inactive or inconclusive.

smiles | HttQ103 aggreg | KinaseGlo FLuc | Epigenetic derep | L3MBTL1 block | CBFb-RUNX1 inh | IMPase Li cell | NPSR antag
Nn1cnnc1SC1CCCCC1NS(=O)(=O)c1ccccc1 (stereo unspecified) | ? | 2% | -1.1% | 18% | 3% | 33%[38.3 µM] | -15%[46.1 µM]
CC(C)Cc1nnc(NC(=O)Cc2ccccc2[N+](=O)[O-])s1 | 3% | -1% | 0.0% | 3% | -2% | 3% | 5%
CN1CCN(C(=O)c2ccccc2N(Cc2ccccc2)S(C)(=O)=O)CC1 | -19% | -2% | 0.0% | 2%[11.4 µM] | -4% | 22%[38.3 µM] | 0%[46.1 µM]
O=S(=O)(c1ccc2ccccc2c1)n1cnc2ccccc21 | 4%[9.22 µM] | -1% | -1.2% | 2% | -1% | 21%[38.3 µM] | -25%[46.1 µM]
COc1ccc(Cl)cc1NC(=O)c1cnc2sccn2c1=O | ? | 2% | -0.8% | 6% | 21% | ? | -17%[46.1 µM]
CN(C)c1nc(N)nc(CSc2nnnn2-c2ccc(F)cc2)n1 | 7% | -4% | 0.0% | · | 1% | 19%[38.3 µM] | 1%[46.1 µM]
O=C(CCN1C(=O)C2C3C=CC(C3)C2C1=O)N1CCN(c2cccc(Cl)c2)CC1 (stereo unspecified) | -7% | -2% | -2.0% | -6% | -2% | 23%[38.3 µM] | -10%[46.1 µM]
Cc1ccc(C(=O)N/N=C/C=C/c2ccccc2)cc1 | 6%[9.22 µM] | 0% | -3.5% | 0% | 0% | -5% | -18%
COc1ccccc1Nc1nc(N)nc(CSc2nnc(C)s2)n1 | 10% | 1% | -3.6% | · | -6% | 1%[38.3 µM] | -11%[46.1 µM]
O=C(CN1CCN(C(=S)NC2CCCC2)CC1)Nc1ccc(Oc2ccccc2)cc1 | -24% | · | -0.9% | -1% | -15% | · | -7%[46.1 µM]
O=S(=O)(Cc1ccccc1)c1nnnn1-c1ccccc1 | · | 0% | 2.0% | · | -13% | 32% | ·
COc1ccccc1Nc1nc(C)c(C(=O)Nc2ccccc2)s1 | -4% | 2% | -0.4% | -1% | 0% | 7% | -29%
CC(=O)c1ccc(NC(=O)Nc2sc(NS(=O)(=O)c3ccccc3)nc2C)cc1 | 1%[9.22 µM] | -2% | -4.9% | -7% | 2% | 8% | 6%
O=C(O)Cn1cc(C(=S)N2CCOCC2)c2ccccc21 | 11% | -4% | -1.0% | · | 4% | 6%[38.3 µM] | 7%[46.1 µM]
CC1=C(C(=O)N2CCCCCC2)C2(CCC(C)CC2)OC1=O (stereo unspecified) | -10% | -5% | 3.8% | 3% | 3% | -15%[38.3 µM] | -12%[46.1 µM]
CCc1ccccc1NC(=S)N1CCC(C(=O)c2ccc(F)cc2)CC1 | 6% | -6% | -1.1% | -11% | -1% | -8%[38.3 µM] | -25%[46.1 µM]

Pulled one by one from above (five):
smiles | HttQ103 aggreg | KinaseGlo FLuc | Epigenetic derep | L3MBTL1 block | CBFb-RUNX1 inh | IMPase Li cell | NPSR antag
O=C(CN1CCN(C(=S)NC2CCCC2)CC1)Nc1ccc(Oc2ccccc2)cc1 | -24% | · | -0.9% | -1% | -15% | · | -7%[46.1 µM]
O=S(=O)(Cc1ccccc1)c1nnnn1-c1ccccc1 | · | 0% | 2.0% | · | -13% | 32% | ·
COc1ccccc1Nc1nc(C)c(C(=O)Nc2ccccc2)s1 | -4% | 2% | -0.4% | -1% | 0% | 7% | -29%
COc1ccccc1Nc1nc(N)nc(CSc2nnc(C)s2)n1 | 10% | 1% | -3.6% | · | -6% | 1%[38.3 µM] | -11%[46.1 µM]
CC1=C(C(=O)N2CCCCCC2)C2(CCC(C)CC2)OC1=O (stereo unspecified) | -10% | -5% | 3.8% | 3% | 3% | -15%[38.3 µM] | -12%[46.1 µM]

New compounds follow
smiles | HttQ103 aggreg | KinaseGlo FLuc | Epigenetic derep | L3MBTL1 block | CBFb-RUNX1 inh | IMPase Li cell | NPSR antag
CCC1(c2ccc(F)cc2)NC(=O)N(CC(=O)N2CCOCC2)C1=O (stereo unspecified) | -10% | · | 1.3% | -5% | 6% | · | -7%[46.1 µM]
O=[N+]([O-])c1ccc(OCc2cn([C@@H](CO)c3ccccc3)nn2)c(Br)c1 | -19%[9.22 µM] | · | 4.8% | · | 6% | · | -6%
COC(=O)c1ccccc1NC(=O)CSc1nc2ncccc2[nH]1 | 2% | 1% | -1.1% | -2% | 9% | 1% | 3%
CCOC(=O)C1(Cc2cccc(F)c2)CCN(Cc2cn(CC)nc2C)CC1 | 6%[9.22 µM] | · | -1.2% | -2% | 0% | 9% | -7%
COc1ccc(CC(=O)NC(C)c2nnc(SCC(=O)Nc3nc(C)cs3)n2C)cc1 (stereo unspecified) | 10% | -1% | -1.8% | -6% | 4% | 31%[38.3 µM] | 1%[46.1 µM]
COc1ccc2nc(NC(=O)C3CCCN3S(=O)(=O)c3ccc(C)cc3)sc2c1 (stereo unspecified) | -31% | 1% | -0.8% | -8% | -18% | -2%[38.3 µM] | -15%[46.1 µM]
CCOc1ccc(C(C(=O)NC2CCCC2)N(CCCO)C(=O)c2ccc(-c3ccccc3)[nH]2)cc1 (stereo unspecified) | -12% | -3% | -1.1% | -17% | -7% | 8% | -31%
Cc1ccc(N=Cc2nc(/C=C/c3cccc([N+](=O)[O-])c3)oc2O)cc1 | 31% | -4% | -1.1% | 0% | 3% | -1%[38.3 µM] | -6%[46.1 µM]
CC1(C)CC(=O)C=C(NCc2cccnc2)C1 | 12% | 5% | -4.5% | 0% | -4% | 2%[38.3 µM] | 7%[46.1 µM]
Cc1ccc(C)c(-n2c(Cc3cccs3)n[nH]c2=S)c1 | 12% | · | -0.9% | 2% | 3% | · | -1%[46.1 µM]
COc1ccc(OC)c2[nH]c(C(=O)O)cc12 | -10% | 3% | 2.3% | -8% | 9% | 13% | -22%[46.1 µM]
COc1ccc(/C=N/Nc2nc(-c3ccc(C)cc3)c(NC(C)=O)s2)cc1OC | -2%[9.22 µM] | · | -1.2% | -5% | -6% | · | -42%
CCNC(=S)N1CCN(Cc2ccc3c(c2)OCO3)CC1 | 6%[9.22 µM] | 0% | 0.0% | 8% | 3% | -8% | -16%
O=C(Nc1ccn(Cc2c(F)c(F)cc(F)c2F)n1)c1ccc(COc2ccc(Cl)cc2Cl)o1 | 11% | 16% | -0.1% | · | 6% | 54%[activator][38.3 µM] | ?
CC(C)Nc1nc(NC(C)C)nc(SCC(N)=O)n1 | 4% | -1% | 0.0% | 3% | 0% | 10% | 16%
Cc1ccc(S(=O)(=O)NCCCCCC(N)=O)cc1 | 2% | -1% | -1.6% | · | 0% | 8%[38.3 µM] | -3%[46.1 µM]
O=C(CCN1C(=O)c2cccc3cccc(c23)C1=O)N1CCOCC1 | -10% | -1% | -2.3% | · | 6% | -6% | 3%
CC(Oc1ccccc1)C(=O)NCc1cccnc1 (stereo unspecified) | 18% | -5% | 0.0% | 12% | 0% | 6%[38.3 µM] | -1%[46.1 µM]
O=C(O)c1ccc(N=Cc2nc(-c3ccco3)oc2O)cc1 | -15% | -2% | -0.1% | · | 4% | 26% | -17%
COCCCNCCCOc1ccc(C(C)(C)c2ccccc2)cc1 | -1% | -2% | 0.0% | -1% | 2% | -3% | 12%
CC1=CCC(/C=N\Nc2nnc3c(n2)[nH]c2ccccc23)CC1 (stereo unspecified) | 22% | -4% | 1.0% | -6% | 9% | 6% | 16%
CCOC(=O)c1c(NC(=O)CSc2nnc(Cc3csc(N)n3)n2C)sc(C)c1C | 10% | 5% | -1.1% | · | -3% | 36%[activator][38.3 µM] | -10%[46.1 µM]
COc1ccc(F)cc1CN1CCN(C(=O)CCC(=O)Nc2nnc(C(C)C)s2)CC1 | -11% | -1% | 0.7% | 2% | 3% | 8%[38.3 µM] | -15%[46.1 µM]
Cc1ccc(C)c(NC(=O)CSc2ccc(-c3cccs3)nn2)c1 | -14% | -1% | 13% | 7% | 5% | -10% | 5%
CCCCc1nnc(NC(=O)Cn2cnc3ccccc3c2=O)s1 | 24% | 6% | -1.5% | 7% | 13% | 10% | -5%
CCCCn1c(=O)[nH]c(=O)c2c1nc(-c1ccccc1F)n2Cc1ccccc1 | ? | 2% | 3.5% | -5% | -1% | 12% | -40%
CSc1nc(-c2ccccc2)c(C#N)c(=O)n1C | · | -3% | 3.3% | -1% | -1% | -3% | -14%
Cn1ncc(C#N)c1NC(=O)C1CC(c2ccc(Cl)c(Cl)c2)=NO1 (stereo unspecified) | ? | -2% | -1.1% | -1% | 1% | 5%[38.3 µM] | 0%[46.1 µM]
CC(C)c1ccc(S(=O)(=O)c2n[nH]n3c2nc(=O)c2ccccc23)cc1 | ? | -1% | -4.7% | 3% | 11% | 8% | 11%[46.1 µM]
COc1cccc(C2C=C(Nc3ccccc3)C(=O)N2c2ccccc2)c1 (stereo unspecified) | 4% | 1% | 0.0% | 7% | -3% | 10% | -12%
O=C(CCc1nc2ccccc2c(=O)[nH]1)Nc1ccc(Cl)c(Cl)c1 | 3% | 2% | -1.8% | -11% | -11% | -2% | -25%
CSc1ccccc1-c1nnc(-c2ccc(Cl)c(Cl)c2)o1 | -18% | -3% | 2.1% | 2% | 12% | -4%[38.3 µM] | 11%[46.1 µM]
Cc1cc(Br)ccc1NC(=S)N1CCOCC1 | 14%[9.22 µM] | · | 0.0% | 5% | 4% | · | 12%

Some of the compounds tested; count on the stated rates, not on these rows.
